PLCg1 inh – PLC-gamma1 (human) inhibition, primary screen | P19174 | purified PLC-gamma1, fluorogenic substrate, fluorescence | inhibition, % at 12.2 µM | 370,000 tested, 0.84% active; in the data active means inhibition above about 9.5%
Tn6 DDE FP – disrupts Tn6 cyclic peptide binding to fibrin D-Dimer-E complex. 370,000 tested, 0.21% active. Fibrin DD(E) TRITC-Tn6 fluorescence polarization displacement. P02675. inhibition, % at 8.3 µM. AID 720509;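 active means inhibition above a per-campaign cutoff: mean of compounds within control limits plus 3 SD, cut at about 15% in these data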;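 further: 0% = median of all compound wells on the plate and 100% = blocking peptide control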
Target sequence (P02675 whole entry, looked up): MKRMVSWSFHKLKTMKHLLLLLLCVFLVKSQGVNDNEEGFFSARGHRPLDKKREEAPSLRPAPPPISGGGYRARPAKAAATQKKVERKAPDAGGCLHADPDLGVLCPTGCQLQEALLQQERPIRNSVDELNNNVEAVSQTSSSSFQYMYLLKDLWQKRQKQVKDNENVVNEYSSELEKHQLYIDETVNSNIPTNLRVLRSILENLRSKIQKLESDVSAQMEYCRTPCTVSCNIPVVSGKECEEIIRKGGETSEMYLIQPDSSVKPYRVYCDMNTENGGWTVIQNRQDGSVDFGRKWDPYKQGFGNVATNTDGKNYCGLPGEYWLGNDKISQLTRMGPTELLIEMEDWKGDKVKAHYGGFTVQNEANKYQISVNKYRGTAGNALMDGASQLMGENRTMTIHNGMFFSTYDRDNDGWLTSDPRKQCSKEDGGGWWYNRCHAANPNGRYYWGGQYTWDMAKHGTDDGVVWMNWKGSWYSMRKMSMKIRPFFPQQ
Tn7 DDE FP – DD(E)-Tn7 binding inhibition, primary FP screen | P02675 | FP displacement of FITC-Tn7 peptide from fibrin DD(E); 0% = median of compound wells per plate | inhibition, % at 8.3 µM | 370,000 tested, 0.13% active;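 active means inhibition above the mean of compounds falling within the control limits plus 3 SD of them, cut at about 14% in these data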;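 further: 0% = plate median of compound wells and 100% = 10 µM Aha-Tn7 peptide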
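Assay system: human fibrin DD(E) protein / Input: 2 µM fibrin DD(E) / Benchmarks: high control of 10 µM Aha-Tn7 peptide / Measured by: fluorescence polarization of the labelled Tn7 tracer / Medium: Tris buffer with calcium and detergent, pH 7.8 / Timing: 10 min compound pre-incubation, 3 h probe incubation at room temperature / Repeats: one replicate per compound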
ASAP1 GAP inh – inhibitors of human ASAP1 ArfGAP activity | Q9ULH1 | ASAP1-stimulated ARF1 GTP hydrolysis, GDP FP detection | inhibition, % at 16.5 µM | 360,000 tested, 0.19% active; in the data active means inhibition above about 25%;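 further: 0% = vehicle with enzyme and substrate and 100% = no enzyme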
PLC-beta3 inh – inhibitors of human phospholipase C beta3; Purified PLC-beta3, fluorogenic substrate, fluorescence; inhibition, % at 12.2 µM; 370,000 tested, 0.18% active; AID 720704; in the data active means inhibition above about 11%;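 further: 0% = median of compound wells on plate and 100% = full blocker control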
TDP2 inh – blocks human TDP2 phosphodiesterase activity | inhibition, % at 12.8 µM | 370,000 tested, 0.34% active | O95551 | recombinant TDP2, T5PNP hydrolysis, p-nitrophenol absorbance 415 nm;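 active means inhibition above the mean of all tested compounds plus 3 SD, set per campaign, cut at about 25% in these data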;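 further: 0% = DMSO with enzyme and 100% = buffer with substrate but no TDP2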
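System – recombinant human TDP2 · Amount – 120 nM TDP2 per well · Buffer or medium – Mg2+-containing Tris-HCl buffer, pH 7.5 · Reagent – T5PNP substrate, 5 mM · Dosing – 12.8 µM single point, 1% DMSO · Incubation – 2 h at 37 °C · Measured by – epi absorbance · Read-out basis – percent inhibition · Benchmarks – high control without enzyme, low control DMSO plus TDP2 · Repeats – singlicate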
ADAM10 inh – ADAM10 inhibition, QFRET primary screen | O14672 | recombinant ADAM10, EDANS/DABCYL FRET peptide cleavage, 3 h | inhibition, % at 7 µM | 370,000 tested, 0.62% active | AID 720582;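 active means inhibition above a per-campaign cutoff equal to the mean of compounds falling between control-based bounds plus 3 SD, cut at about 20% in these data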;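 further: 0% = DMSO wells while the 100% control is not disclosed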
Target sequence (O14672 214-748 limits assumed): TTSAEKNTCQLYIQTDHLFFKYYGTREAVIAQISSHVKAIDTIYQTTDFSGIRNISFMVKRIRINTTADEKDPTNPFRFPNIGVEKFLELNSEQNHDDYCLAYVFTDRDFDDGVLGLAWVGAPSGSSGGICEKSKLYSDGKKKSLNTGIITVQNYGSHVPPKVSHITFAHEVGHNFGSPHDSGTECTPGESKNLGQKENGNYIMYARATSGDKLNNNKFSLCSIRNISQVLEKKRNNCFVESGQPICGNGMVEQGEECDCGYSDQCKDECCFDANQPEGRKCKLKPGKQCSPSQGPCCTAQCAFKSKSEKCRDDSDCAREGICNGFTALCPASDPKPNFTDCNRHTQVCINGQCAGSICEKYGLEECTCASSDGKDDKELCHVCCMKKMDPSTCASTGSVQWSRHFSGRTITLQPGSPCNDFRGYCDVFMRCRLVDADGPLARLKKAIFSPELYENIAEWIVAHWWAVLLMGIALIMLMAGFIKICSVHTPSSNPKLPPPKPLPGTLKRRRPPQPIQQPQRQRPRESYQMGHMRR
SIAE primary – human SIAE inhibition, primary screen. SIAE FP-Rh probe binding, fluorescence polarization. inhibition, % at 9.66 µM. 370,000 tested, 0.69% active. AID 1053197;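 active means inhibition above a cutoff: mean of compounds within the control limits plus 3 SD of those, cut at about 17% in these data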;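 further: 0% = plate median of compound wells and 100% = probe without SIAE protein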
ADAM17 inh – inhibits human ADAM17; recombinant ADAM17, EDANS/DABCYL FRET peptide cleavage; inhibition, % at 6.95 µM; 370,000 tested, 0.83% active; P78536;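 active means inhibition above the mean of compounds lying between control limits plus 3 SD, set per campaign, cut at about 8.5% in these data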;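 further: 0% = DMSO-only wells as the low control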
ARFGAP1 inh – rat ARFGAP1 inhibition; Q62848; Arfgap1-stimulated ARF1 GTP hydrolysis, GDP FP detection; inhibition, % at 16.5 µM; 360,000 tested, 0.26% active; AID 651572;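 active means inhibition above a per-plate limit, mean inhibition of low control wells plus 3 SD, cut at about 25% in these data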;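 further: 0% = DMSO wells with enzyme and 100% = wells lacking Arfgap1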
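material = rat Arfgap1 catalytic domain, aa 1-136 | also added = human ARF1(Δ1-17)-GTP substrate | compound dosing = one concentration, 16.5 µM, DMSO 1.26% | times = GTP hydrolysis reaction 2 h at 25 °C | measured by = FP, GDP Alexa 633 tracer displaced from anti-GDP antibody, 620/688 nm | evaluation = percent inhibition of Arfgap1-stimulated GTP hydrolysis | replication = single well per compound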
Active calls of the source: *; / = no result given. Not a hit list; about 3.6% have a hit in one of these screens.

SMILES	PLCg1 inh	Tn6 DDE FP	Tn7 DDE FP	ASAP1 GAP inh	PLC-beta3 inh	TDP2 inh	ADAM10 inh	SIAE primary	ADAM17 inh	ARFGAP1 inh
COC(=O)CN1C(c2ccc(Cl)cc2)=Nc2ccc(Cl)cc2C1c1ccccc1 (stereo not drawn)	-10	-7	-3	-2	-20	-12	12	-7	9.0*	0
COc1ccc(C(=O)OCC(=O)N2CCCCCC2)cc1S(=O)(=O)N1CCOCC1	3	-5	-1	-10	-10	10	-14	8	-3	0
S=C(Nc1ccccc1Cl)NC1CCCCCC1	1	4	-2	4	-1	-10	-5	-1	-1	2
Cc1cccc(NC(=O)CSc2nccn2C)c1	4	2	-3	-6	4	-6	5	7	0	11
COc1cccc(OCCNc2ccc([N+](=O)[O-])cn2)c1	3	4	-1	-6	1	-7	-9	-1	0	6
CCCC(c1nnnn1Cc1ccco1)N1CCN(C(=O)c2ccco2)CC1 (stereo not drawn)	6	2	-1	-1	0	5	5	1	0	7
CN(CC(=O)Nc1ccccc1Br)C(=O)CN1CCN(Cc2cccc(Cl)c2)CC1	-2	3	2	-5	0	4	-6	2	-4	-5
CSc1nnc(C)c(=O)n1COC(=O)COc1ccccc1F	2	3	-6	-9	-7	-7	-8	2	-6	0
COc1cc(/C=N/NC(=O)c2cc(C)oc2C)ccc1OCc1ccccc1	0	-2	5	3	-4	3	-7	-7	-4	13
Cc1ccc(CS(=O)(=O)c2ccc(C(=O)N3CCN(c4ccccn4)CC3)cc2[N+](=O)[O-])cc1	1	-4	-4	-10	5	7	-2	3	-3	-5
Cc1cccc(C(=O)Nc2c(-c3ccc(C(F)(F)F)cc3)nc3ncccn23)c1	-34	2	2	/	-40	-5	-21	2	-5	/
Cc1cc(Br)cn2c(Cc3ccccc3)c(-c3ccc(F)cc3)nc12	-3	6	3	-3	-7	-1	-5	3	1	-8
C=CCO/N=C/C1=C(O)C(C(=O)OC)C(C)(C)CC1=O (stereo not drawn)	-8	3	1	-3	-4	12	-7	1	-1	-9
CCNC(=S)NS(=O)(=O)c1ccc(C)cc1	1	5	0	3	3	-6	-4	6	1	-2
CN(C)C(=O)COc1ccc2c3c(c(=O)oc2c1)CCCC3	-23	1	0	-9	-42	-7	-282	1	-120	-10
OC(c1ccccc1)(c1ccccc1)C1CCN(CCCOc2cccc(F)c2)CC1	4	7	2	-2	0	3	-10	-3	-5	4
CC1=C(C)C(OCCCl)N(c2cc(O)c(Cl)cc2F)C1=O (stereo not drawn)	1	11	-1	8	-1	-14	-2	-1	-1	1
COc1ccccc1-n1c(CCn2nc(C)c(Br)c2C)n[nH]c1=S	-1	1	-4	12	2	-6	-1	3	-2	-19
CS(=O)(=O)N(CC(=O)O)c1cc(Cl)cc(Cl)c1	4	5	-2	-18	5	2	0	0	0	4
Cc1cc2cc(CNC(=O)Nc3ccc(Cl)c(Cl)c3)ccc2n1C	-22	96*	-12	42*	-29	-7	2	33*	-2	74*
Clc1cccc(Cl)c1CO/N=C/c1cccs1	0	8	-9	8	-8	8	-2	-6	-4	6
COc1cccc2c1C(=O)CC2NC(=O)C(F)(F)F (stereo not drawn)	-3	-1	-3	-6	-2	11	-11	-1	-3	3
O=C1NC2(CCSC2)C(=O)N1CC(=O)N(Cc1ccccc1)C1CCS(=O)(=O)C1 (stereo not drawn)	0	1	-3	3	-9	8	3	3	0	-9
Cc1cccc2c1N1C(=O)c3c(C(=O)O)cccc3C1CC2C (stereo not drawn)	-7	-3	-3	-3	-14	-11	-8	-4	0	3
CC(=O)Oc1ccc(C(=O)Nc2cccc3c2CCCC3)cc1	-1	-2	-2	-4	-7	-15	-5	-4	0	-8
CCC(C)c1ccc(OCc2ccc(C(=O)OC)o2)cc1 (stereo not drawn)	2	-12	-5	-3	-7	-7	9	0	2	-7
C=CCn1c(NC)cc(=O)n(C)c1=O	2	-3	0	0	3	-4	1	-3	-3	-8
Cc1nn(-c2ccccc2)c(C)c1-c1nnc(C(F)(F)F)o1	0	-1	2	1	-4	-5	0	-4	-5	2
CCOC(=O)Cc1csc(NC(=O)/C=C/c2cccc(Br)c2)n1	-14	-6	6	8	-39	-15	-10	-22	-9	9
Cc1ccnc(SCc2cc(=O)c(OC(=O)c3ccco3)co2)n1	0	-4	5	-1	1	-1	5	3	-2	10
CN1C(=O)/C(=C/c2ccc(C(F)(F)F)cc2)Sc2ccc(C(=O)N3CCN(c4ccccn4)CC3)cc21	-11	1	-7	-2	-17	6	0	-7	-1	-8
COc1ccc(C(=O)NNC(=O)c2ccncc2)cc1	-1	-3	-6	9	1	6	-9	0	-6	-2
CC1CCN(C(=S)c2ccc([N+](=O)[O-])cc2)CC1	-1	-2	7	2	2	7	-1	0	-6	-5
COc1ccc(C(=O)Nc2c(O)ccc3ccccc23)cc1OC	-1	2	7	-6	-5	5	-1	5	-2	-12
Cc1nnc(SCC(=O)NCc2ccccc2)s1	6	4	2	-25	3	-8	11	2	0	-2
Cc1ccc2c(c1)CCCN2C(=O)Nc1ccc2c(c1)OCO2	-20	-4	4	-11	-23	-1	-8	5	-7	9
O=c1[nH]cc(S(=O)(=O)NCc2ccccc2)c(=O)[nH]1	-1	-5	4	2	3	-4	1	3	1	1
CCCN(CC(=O)Nc1ccccc1C)C(=O)/C=C/c1ccc(S(=O)(=O)N2CCCCCC2)cc1	-4	-4	-1	11	-2	8	-4	-2	-1	-11
CCOC(=O)c1cnn(-c2nc(OCC)cc(OCC)n2)c1C	-3	-4	10	5	-2	-3	-17	-2	-3	16
COCC1CCCCN1C(=O)c1ccc2oc(CCc3ccccc3)nc2c1 (stereo not drawn)	-2	-1	4	10	-5	8	-1	11	-7	-11
OCCN1CCN(Cc2cc(Br)cc(Br)c2O)CC1	2	-8	-11	-4	3	8	-8	3	-1	-11
COc1ccc(-n2c(=S)[nH]c3cc(C(=O)NCCCN4CCCC4=O)ccc3c2=O)cc1OC	-2	3	1	-6	1	-7	-28	6	-3	16
COc1ccc(NC(=O)C(C)N2c3cccc4cccc(c34)S2(=O)=O)c(OC)c1 (stereo not drawn)	-11	-7	-2	6	-26	-8	-9	3	1	7
OCCN1CCN(CC(O)COCc2ccc3c(c2)OCO3)CC1 (stereo not drawn)	2	-10	-2	-7	5	-3	9	-3	2	8
CCOC(=O)c1c(C)[nH]c(C(=O)Cn2nnc(-c3ccc(Cl)cc3)n2)c1C	-1	3	-8	-2	2	-1	-5	-8	-2	-3
COc1ccccc1CN1CC(C(=O)NCCc2ccc(C)o2)CCC1=O (stereo not drawn)	-3	20*	6	2	-8	4	-3	-1	0	5
Cc1ccc2c(cnn2C(=O)CCC(=O)NCc2ccccc2Cl)c1	0	-3	-8	-1	4	-2	-1	-5	0	5
CCn1c(SCC(=O)Nc2ccc3c(c2)c2ccccc2n3CC)nnc1-c1ccco1	-5	3	-1	-12	-8	-11	6	9	0	-9
CCCn1c(SCC#N)nc2c(c1=O)C1(CCCC1)Cc1ccccc1-2	-3	-4	3	2	-3	-1	9	3	0	-3
Cc1cccc(N=C/C(C(=O)C(F)(F)F)=C(\O)c2ccco2)c1	-57	-3	10	-17	-64	-4	-8	4	-7	-15
N#Cc1ccc(Oc2nc(Nc3ccc(F)cc3)nc(N3CCCC3)n2)cc1	-3	4	-2	12	1	6	1	-6	-4	-6
Fc1ccc(CNCc2cccc(Br)c2)cc1	-2	-1	4	-8	0	3	-3	-4	-3	-7
CCN(CC)C(=O)C(=O)N/N=C/c1ccc(C(=O)O)cc1	1	1	-4	-3	6	-7	-3	2	-1	11
CCOc1ccc(NC(=O)CC2CC(C)(C)OC2=O)cc1 (stereo not drawn)	0	0	0	-9	1	3	1	-3	-3	0
COc1ccc(N(CC(=O)Nc2cccc(C(F)(F)F)c2)S(=O)(=O)c2c(C)[nH]c(=O)[nH]c2=O)cc1	0	8	-4	-14	-5	17	5	6	0	-2
Cc1ccc(/C=C(\NC(=O)c2ccccc2)C(=O)NCCN2CCOCC2)o1	-15	-5	-7	-2	-21	1	-15	-1	-5	8
Cc1onc(-c2ccccc2Cl)c1C(=O)NCCn1ccc2ccccc21	4	-4	-2	3	9	-1	14	3	5	-3
COc1ccc(/C=C(/NC(=O)c2ccccc2)C(=O)N2CCCC2)cc1	0	-5	-4	-3	-2	-3	-6	5	-1	12
CC1=C(C(=O)N(C)C)CC(CC(=O)NCCCCc2ccccc2)C(=O)N1CCCN1CCCC1=O (stereo not drawn)	-2	0	-3	-13	2	6	-6	-5	2	2
CS(=O)(=O)Nc1ccc(C2=NN(C(=O)c3ccco3)C(c3cccc(F)c3)C2)cc1 (stereo not drawn)	-56	2	-3	-7	-70	7	-23	-11	-5	4

No new results follow: an excerpt of the list.
SMILES	PLCg1 inh	Tn6 DDE FP	Tn7 DDE FP	ASAP1 GAP inh	PLC-beta3 inh	TDP2 inh	ADAM10 inh	SIAE primary	ADAM17 inh	ARFGAP1 inh
Cc1cccc(N=C/C(C(=O)C(F)(F)F)=C(\O)c2ccco2)c1	-57	-3	10	-17	-64	-4	-8	4	-7	-15
N#Cc1ccc(Oc2nc(Nc3ccc(F)cc3)nc(N3CCCC3)n2)cc1	-3	4	-2	12	1	6	1	-6	-4	-6
Fc1ccc(CNCc2cccc(Br)c2)cc1	-2	-1	4	-8	0	3	-3	-4	-3	-7
CCN(CC)C(=O)C(=O)N/N=C/c1ccc(C(=O)O)cc1	1	1	-4	-3	6	-7	-3	2	-1	11

Continued.
SMILES	PLCg1 inh	Tn6 DDE FP	Tn7 DDE FP	ASAP1 GAP inh	PLC-beta3 inh	TDP2 inh	ADAM10 inh	SIAE primary	ADAM17 inh	ARFGAP1 inh
COc1cccc2sc(Nc3nnc(-c4ccc(F)cc4)o3)nc12	-284	-2	5	13	-355	1	-256	2	-47	-6
N#CCCN(CCC#N)C(=O)C1c2ccccc2Oc2ccccc21	-48	59*	10	2	-67	7	-77	67*	-30	-4
COc1ccc(CCC(=O)NC2=NCCS2)cc1OC	-1	-3	-8	0	-1	1	-1	1	-1	9
O=C(Cn1cnc2c(nnn2Cc2ccccc2)c1=O)N1CCN(c2ccccc2)CC1	3	7	-14	-4	1	-10	6	0	-2	6
COc1ccc(N=c2oc3ccc(OC)cc3cc2-c2nc3ccccc3[nH]2)cc1	-369	-1	0	0	-471	-3	-103	0	-30	5
Cc1ccc(CNC(=O)C2c3ccccc3C(=O)N3CCc4ccccc4C23)o1 (stereo not drawn)	2	-4	-3	2	-2	12	-1	-2	-2	1
